# Screening results deposited in PubChem by several laboratories.
# Scp-1 inhibitor: Scp-1 phosphatase inhibitors, primary screen, biochemical, colorimetric, uHTS. Carboxy-terminal domain RNA polymerase II polypeptide A small phosphatase 1 (Homo …. Recombinant Scp1, phosphopeptide, malachite green phosphate absorbance. inhibition, % at 20 µM. 340,000 compounds, 0.88% hits;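 active = inhibition above about 50% at 20 µM, limit read from the data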;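 also: plate controls were DMSO wells with enzyme for no effect and wells lacking enzyme for full effect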
# Target sequence (Q9GZU7 76-261 limits assumed): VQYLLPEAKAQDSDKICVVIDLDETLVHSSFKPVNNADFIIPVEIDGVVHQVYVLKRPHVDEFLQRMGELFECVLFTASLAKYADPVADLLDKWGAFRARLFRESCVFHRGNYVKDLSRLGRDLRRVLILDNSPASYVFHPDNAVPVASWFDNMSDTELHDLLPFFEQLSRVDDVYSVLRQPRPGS
#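 Assay system: SCP-1 catalytic fragment, aa 76-261 | Buffer or medium: Tris acetate buffer pH 5.5 with MgCl2 and Tween-20 | Compound: One concentration, 20 µM, with 1.0% DMSO | Also added: Phospho 17-mer peptide substrate | Signal: Absorbance at 630 nm | Incubation: 45 min enzyme reaction at room temperature | Measure: % inhibition of SCP-1 phosphate liberation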
# STEP inh: STEP phosphatase inhibitors, primary screen, biochemical, fluorescence intensity, uHTS. inhibition, % at 20 µM. 360,000 compounds, 0.25% hits. AID 588621, 2011. recombinant STEP, OMFP fluorogenic substrate. Tyrosine-protein phosphatase non-receptor type 5 (Homo sapiens), P54829;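 active = inhibition at 20 µM, scaled per plate between control wells, above about 37%, limit read from the data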;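 also: 0% = DMSO with enzyme and substrate and 100% = substrate only without enzyme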
#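 System: STEP phosphatase, cell-free reaction; Buffer or medium: Bis-Tris pH 6.0 buffer with DTT, detergent; Incubation: 20 min at room temperature, dark; Measured by: fluorescence, 480/540 nm.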
# SUMO1-SIM PPI: modulators of SUMO1 protein-protein interactions, primary screen, biochemical, uHTS; Small ubiquitin-related modifier 1 (Homo sapiens), P63165; SUMO1 binding to a labelled peptide, TR-FRET, 1 h; inhibition, % at 20 µM; 360,000 compounds, 0.33% hits; AID 602429, 2012; in the data active = inhibition above about 37%
# Target sequence (P63165 whole entry, looked up): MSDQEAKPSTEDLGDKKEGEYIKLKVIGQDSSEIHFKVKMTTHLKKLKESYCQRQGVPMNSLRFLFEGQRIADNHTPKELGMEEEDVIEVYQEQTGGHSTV
# DNMT1 inh: human DNMT1 methyltransferase inhibitors, primary screen, biochemical, molecular beacon, fluorescence, HinP1I cleavage, uHTS. DNA (cytosine-5)-methyltransferase 1 (Homo sapiens), P26358. inhibition (reported as % activation of signal), % at 10 µM. 360,000 compounds, 0.83% hits; in the data active = inhibition above about 50%
# Rpn11 block: Rpn11 (PSMD14) deubiquitinase inhibitors, primary screen, biochemical, fluorescence polarization, uHTS. 26S proteasome non-ATPase regulatory subunit 14 (Homo sapiens), O00487. human 26S proteasome, Ub4-pepOG fluorescence polarization; 20S core pre-blocked with epoxomicin. calls only at 20 µM. 360,000 compounds, 0.59% hits. AID 588493, 2011;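 active = inhibition at 20 µM, scaled to each plate's controls, above about 33%, limit read from the data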
# LMPTP block: LMPTP phosphatase inhibitors, primary screen, biochemical, fluorescence intensity, uHTS; Low molecular weight phosphotyrosine protein phosphatase (Homo sapiens), P24666; inhibition, % at 20 µM; recombinant LMPTP-A, OMFP fluorogenic substrate; 360,000 compounds, 0.22% hits;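 active = compounds that cut the enzyme signal by at least half of the control window in the single-dose screen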;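 also: plate controls were DMSO wells with enzyme plus substrate for no effect and substrate without enzyme for full effect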
# Target sequence (P24666 whole entry, looked up): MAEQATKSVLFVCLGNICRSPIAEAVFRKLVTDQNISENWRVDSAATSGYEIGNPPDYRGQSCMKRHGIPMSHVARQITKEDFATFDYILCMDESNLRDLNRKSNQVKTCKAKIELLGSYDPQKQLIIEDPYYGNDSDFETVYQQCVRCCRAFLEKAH
#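 Test system: LMPTP-A phosphatase enzyme; input: 0.625 nM LMPTP-A final; reagent: OMFP substrate, 400 µM final; compound dosing: 20 µM single dose, 3% DMSO; incubation: 50 min dark incubation at room temperature; measured by: endpoint fluorescence intensity from OMFP dephosphorylation; measure: % inhibition relative to no-enzyme and uninhibited control wells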
# TbMetRS inhib: T. brucei MetRS inhibitors, primary screen, biochemical, luminescence. inhibition, % at 11.9 µM. methionyl-tRNA synthetase (Trypanosoma brucei brucei). 360,000 compounds, 0.4% hits. purified T. brucei MetRS, ATP depletion, Kinase-Glo luminescence;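 active = inhibition above a per-plate cutoff of the control wells' mean inhibition plus 3 SD, cut at about 5.5% in these data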;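 also: 0% = DMSO wells median and 100% = median of wells with control inhibitor compound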
#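 Dosing: 11.9 µM compound single dose, 0.9% DMSO; Assay system: purified T. brucei MetRS enzyme; Measured by: Kinase-Glo luciferase luminescence reporting remaining unconsumed ATP; Schedule: 15 min plus 2 h at 25 °C.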
# MsrA inhibitor: bovine MsrA enzyme inhibitors, primary screen, biochemical, absorbance, HTS | Methionine sulfoxide reductase A (Bos taurus) | purified bovine MsrA, absorbance read-out | inhibition, % at 15.5 µM | 360,000 compounds, 0.75% hits | AID 651718, 2012; in the data active = inhibition above about 4.5%;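 also: 0% = vehicle wells with enzyme and 100% = reference inhibitor wells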
# NadD block: inhibitors of S. aureus NadD, primary screen, biochemical, colorimetric, uHTS | Nicotinate-nucleotide adenylyltransferase NadD (Staphylococcus aureus N315) | purified NadD enzyme, colorimetric absorbance read-out | inhibition, % at 20 µM | 360,000 compounds, 0.78% hits; in the data active = inhibition above about 26%; also: some compounds past the cut are filed as inactive
# CSN deneddyl inh: inhibitors of CSN-mediated cullin deneddylation, primary screen, biochemical, fluorescence polarization, uHTS. AID 651999, 2013. Purified CSN, SCF-Nedd8-OG deneddylation. inhibition, % at 12.5 µM. 360,000 compounds, 0.38% hits. COP9 signalosome complex subunit 5 (Homo sapiens), Q92905;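 active = pattern-corrected inhibition above about 35%, with an unprinted fluorescence ratio check between 0.5 and 1.5, limit read from the data, passing the limit was not always enough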;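 also: 0% = enzyme with substrate and 100% = substrate without enzyme; some results filed as inactive read as strong as hits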
# Target sequence (Q92905 whole entry, looked up, one chain of several): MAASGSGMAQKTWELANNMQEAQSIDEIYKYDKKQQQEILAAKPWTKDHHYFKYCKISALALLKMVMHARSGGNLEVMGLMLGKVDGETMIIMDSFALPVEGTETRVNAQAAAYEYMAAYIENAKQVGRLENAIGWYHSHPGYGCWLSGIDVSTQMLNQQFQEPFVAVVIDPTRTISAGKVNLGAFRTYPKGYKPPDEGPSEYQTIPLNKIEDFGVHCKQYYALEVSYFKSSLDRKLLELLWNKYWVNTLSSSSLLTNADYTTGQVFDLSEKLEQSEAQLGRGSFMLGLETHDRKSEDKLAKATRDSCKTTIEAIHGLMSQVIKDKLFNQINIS
#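 Assay system: purified human Csn5 enzyme expressed in HEK293T cells; measure: % inhibition; also added: SCFSkp2-Nedd8OG substrate at 10 nM final; technique: fluorescence polarization; times: reaction 90 min, room temperature; medium: Tris buffer pH 7.5, NaCl, DTT, Tween-20, trehalose, ovalbumin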
# * = called active by the depositor; i = inactive; x = no result given. Compounds as they come; 3.9% or so of the library scored in one or more.
# A first look (three entries):
SMILES,Scp-1 inhibitor,STEP inh,SUMO1-SIM PPI,DNMT1 inh,Rpn11 block,LMPTP block,TbMetRS inhib,MsrA inhibitor,NadD block,CSN deneddyl inh
CCCCCN(C(=O)CCC(=O)OCC(=O)N(C)Cc1ccc(C)cc1)c1c(N)n(CCCC)c(=O)[nH]c1=O,-3,0,4,2,i,-1.1,-0.9,-0.2,0,2
COC(=O)CN1C(=O)[C@H]2[C@@H](/C=C/c3ccccc3)N3C(=O)CN(CCO)C(=O)[C@@]3(Cc3ccccc3)[C@H]2C1=O,-2,-1,1,1,i,-9.6,-0.2,-0.2,-4,-2
CC(OC(=O)CNC(=O)c1cccs1)C(=O)Nc1ccc(S(N)(=O)=O)cc1 (centres undefined),3,-5,2,-5,i,0.2,-0.7,-0.4,-3,-3

# All compounds of this part, previewed entries included:
SMILES,Scp-1 inhibitor,STEP inh,SUMO1-SIM PPI,DNMT1 inh,Rpn11 block,LMPTP block,TbMetRS inhib,MsrA inhibitor,NadD block,CSN deneddyl inh
CCCCCN(C(=O)CCC(=O)OCC(=O)N(C)Cc1ccc(C)cc1)c1c(N)n(CCCC)c(=O)[nH]c1=O,-3,0,4,2,i,-1.1,-0.9,-0.2,0,2
COC(=O)CN1C(=O)[C@H]2[C@@H](/C=C/c3ccccc3)N3C(=O)CN(CCO)C(=O)[C@@]3(Cc3ccccc3)[C@H]2C1=O,-2,-1,1,1,i,-9.6,-0.2,-0.2,-4,-2
CC(OC(=O)CNC(=O)c1cccs1)C(=O)Nc1ccc(S(N)(=O)=O)cc1 (centres undefined),3,-5,2,-5,i,0.2,-0.7,-0.4,-3,-3
O=C1C2CCCCN2C(=O)N1CCN1CCN(c2cccc(Cl)c2)CC1 (centres undefined),-5,0,7,-1,i,-0.9,-0.2,-1.2,-5,-4
Cn1c(=O)[nH]c(=O)c2c1nc(CN(Cc1ccccc1)Cc1ccccc1)n2CCN1CCOCC1,-4,4,-2,1,i,-2.1,-0.4,-1.3,-3,1
O=C(CNC(=O)c1ccc2c(c1)OCCO2)N=Nc1c(O)[nH]c2ccccc12,3,-2,-32,-1,i,1.5,-0.4,1.6,13,6
CCn1c(Cn2nnc(-c3ccccc3)n2)nnc1SCC(=O)Nc1ccc(N(C)C)cc1,0,0,-1,-6,i,1.2,0.8,-0.5,8,-8
CCCCN1CCCCC1(C)C(=O)NCc1cccs1 (centres undefined),x,1,-1,-1,i,0.3,-0.3,0.4,4,-2
CC(=O)c1cccc(N(CC(=O)Nc2ccc(S(=O)(=O)N3CCOCC3)cc2)S(C)(=O)=O)c1,0,-2,-2,0,i,0.5,0.5,-0.7,1,6
O=S(=O)(Cc1ccc(Cl)cc1)c1ncc(CO)n1Cc1ccccc1,0,0,-2,-2,i,-0.2,0.1,0.5,-4,5
O=C(NN1C(=O)c2ccccc2NC1c1ccccn1)c1ccc([N+](=O)[O-])cc1 (centres undefined),-3,-2,-19,-1,i,-1.7,-1.2,0.2,1,-2
CN(C)c1cccc(CNC(=O)c2ccc3sc([C@H]4C[C@H](O)[C@@H](CO)O4)nc3c2)c1,x,0,6,-6,i,0.1,0.7,1.4,-3,5
COc1ccccc1NS(=O)(=O)c1cccc(C(=O)NNC(=O)C(NC(N)=O)C(C)C)c1 (centres undefined),-1,3,11,6,i,0.1,0.3,1.3,-3,-3
CCOC(=O)c1c(C)n(-c2ccc(C)cc2)c2c(CC(C)=O)c(Br)c(OC)c(O)c12,-3,-1,-1,14,i,-2.2,-1.6,-0.7,-1,4
Cc1[nH]nc(N2CCCCCC2)c1[N+](=O)[O-],-4,-1,-7,3,i,-0.7,-0.7,2.3,-6,-3
Cc1sc2ncnc(OCc3nnc(-c4cccs4)o3)c2c1C,-7,0,-1,-3,i,1.5,1.8,1.1,-3,4
O=S(=O)(Oc1ccccc1C(=S)N1CCOCC1)c1ccc(Cl)cc1,-7,1,9,1,i,0.5,-0.5,0.2,-8,7
O=C(CSc1nnc(-c2cccs2)o1)NCc1ccco1,-4,-2,8,0,i,-1.6,-0.6,0.8,-5,-7
O=S(=O)(c1cccc(C(F)(F)F)c1)N1c2ccccc2-n2cccc2C1c1cccnc1 (centres undefined),x,1,4,1,i,4.0,-0.1,-0.4,1,-3
O=C(NC(Cc1ccccc1)C(=O)O)OCc1ccccc1 (centres undefined),-4,4,-4,0,i,-0.6,-0.3,0.0,-4,-5
Cc1nn(-c2ccccc2)c(Cl)c1CN(C(=O)CCl)c1ccc(Cl)cc1,-12,-2,4,49,i,-0.6,-0.2,-1.7,-3,9
CCn1c(=O)c2c(nc3n2CCCN3c2cccc(C)c2)n(C)c1=O,-3,0,2,-3,i,-0.2,0.6,1.0,3,1
Cc1cc2c3c(c1)C1(C(=O)N3C(C)(C)CC2C)C(C#N)=C(N)Oc2cc(O)ccc21 (centres undefined),-9,-3,-1,4,i,1.4,-0.3,1.3,-5,-4
CC1=C(C(N)=O)C(c2cccs2)n2nc(-c3cccc(Cl)c3)nc2N1 (centres undefined),-2,-3,-1,-2,i,0.4,-1.4,x,-1,3
Cc1cccc(CS(=O)(=O)Cc2ccc(C(=O)NCCCN3CCOCC3)o2)c1,-8,-1,-4,-3,i,-3.0,-0.5,-0.8,-2,-4
Cc1cccc(-n2ncc3c2CCCC3NC(=O)c2cccs2)c1C (centres undefined),x,0,4,-5,i,-1.5,-0.2,0.0,1,-1
COc1ccc(/C=C2\CCOC2=O)cc1,-4,3,-11,13,i,-0.2,-0.8,0.4,-5,2
CCOCc1cc(C)[nH]c(=O)c1C#N,-5,-1,-1,-4,i,0.7,-1.0,1.5,5,-4
O=C(CCn1c(=O)oc2ccccc21)N1CCN(C(c2ccccc2)c2ccccc2)CC1,-4,0,-1,-5,i,2.0,-0.5,0.6,3,2
CCn1c(=S)sc2c(=O)n(CC(=O)Nc3cccc(Br)c3)c(C)nc21,-11,1,3,-4,i,2.4,1.3,1.9,-4,0
O=C(CCc1nnc(CCCc2ccccc2)o1)NCCCC1CCCC1,-6,1,0,-2,i,-0.3,-0.6,0.4,-1,-12
COc1ccc(Cc2c(-c3ccc(F)cc3)nc3c(C)cc(Br)cn23)c(C)c1,x,1,2,-6,i,2.1,-0.5,-0.2,14,9
COc1ccc(C(=O)NNc2cc(C)nc(NNC(=O)c3ccc(OC)cc3)n2)cc1,2,-1,5,1,i,-0.1,-1.4,0.2,3,-8
O=C(CSc1nnc(Cc2ccccc2)o1)Nc1ccccc1,-7,0,0,-2,i,0.0,0.4,0.4,-7,-13
O=C1C=C(Nc2cccc(O)c2)CC(c2ccco2)C1 (centres undefined),-7,3,6,-4,i,2.1,0.3,1.8,0,-12
CN1CCN(C(=O)c2cccc(S(=O)(=O)N3CCCC3)c2)CC1,-7,2,0,7,i,1.7,0.1,0.1,3,1
COC(=O)c1cc2c(n(-c3ccccc3)c1=O)CCCC2=O,0,0,1,9,i,-1.9,-0.4,-0.2,6,-4
CCCc1cc(C(=O)Nc2sc3c(c2C(=O)OCC)CCCC3)no1,-12,2,-3,2,i,-0.1,0.2,0.3,5,-1
Cc1ccc2c(c1)N(CC(=O)N1CCCCCC1)C(=O)C(C)O2 (centres undefined),-1,-2,6,1,i,0.2,-0.4,-0.9,3,-3
O=C(NN=C1CCN(Cc2ccccc2)CC1)c1cccc(S(=O)(=O)Nc2ccccc2Cl)c1,9,-2,23,-1,i,-0.2,-0.8,-0.1,14,-2
COCC1CCCN(C(=O)c2cc(COc3ccc(C(C)=O)cc3)on2)C1 (centres undefined),-2,4,4,-1,i,-0.1,-0.4,-0.1,1,2
Cc1cc(C)cc(NC(=O)c2sc3nc4n(c(=O)c3c2C)CCC4)c1,-2,-1,-3,4,i,-0.2,-0.2,0.0,-9,-2
Cc1noc(C)c1S(=O)(=O)N(CC(=O)N1CCn2c1nc1ccccc12)c1ccc(C(C)C)cc1,0,2,2,5,i,0.9,-0.1,-0.9,5,-6
CC(C)CN(C(=O)CSc1nnc(C2CC2)n1-c1ccccc1)C1CCS(=O)(=O)C1 (centres undefined),-5,-1,-4,1,i,-0.3,-0.4,-0.9,5,-3
CC(=O)Nc1ccc(S(=O)(=O)NC(C)c2ccncc2)cc1 (centres undefined),0,-2,3,-2,i,-0.2,-0.2,0.9,0,1
CCOC(=O)C1CCN(S(=O)(=O)c2ccc(OC)c(C(=O)N3CCCCCC3)c2)CC1,2,-2,0,-1,i,0.4,0.0,0.8,-11,2
N/C(=N\OC(=O)CCCc1ccccc1)c1cccnc1,-5,0,-3,2,i,-0.3,0.1,1.0,-3,-3
COc1cc(CN2CCCC(C(=O)c3ccc4c5c(cccc35)CC4)C2)cc(OC)c1O (centres undefined),5,3,-14,-23,i,4.3,-1.2,0.6,15,6
Cc1nnc(NC2=NCCC2)s1,-7,1,4,-4,i,-1.1,-0.2,0.3,1,-2
COc1ccc(-n2ncc3c2CC(C)(C)CC3NC(=O)CCN2CCCCC2=O)cc1 (centres undefined),3,-2,-1,0,i,-0.9,-0.5,0.6,-2,-2
CN(C)S(=O)(=O)c1ccc(N2CCCC2)c(C(=O)N2CCN(S(=O)(=O)c3ccc(F)cc3)CC2)c1,1,0,1,2,i,-0.7,-0.5,1.6,1,-3
COCC(=O)OCC(=O)Nc1cc([N+](=O)[O-])ccc1Cl,-4,-3,-20,1,i,-0.8,-0.8,-0.2,-5,-1
